Compound activity from PubChem BioAssay.
LAP4-GFP MLPCN: modulators of TOR pathway LAP4-GFP in S. cerevisiae | S. cerevisiae LAP4-GFP multiplex, flow cytometry GFP, 3 h; median GFP as percent of DMSO wells | GFP response vs DMSO, % at 10 µM | 320,000 tested, 0.34% active;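 active = GFP response vs DMSO above a set limit, about the screen mean plus 3 SD, cut at about 150% in these data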
MEP2-GFP yeast: modulators of TOR pathway MEP2-GFP in S. cerevisiae. 330,000 tested, 0.51% active. GFP response vs DMSO, % at 10 µM. S. cerevisiae MEP2-GFP strain, flow cytometry GFP, 3 h; 100% = DMSO control level;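 active = GFP response versus DMSO above a set limit, roughly screen mean plus 3 SD, cut at about 180% in these data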;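 note: median GFP fluorescence of the barcode-gated MEP2-GFP cells per well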
CIT2-GFP yeast: yeast TOR pathway CIT2-GFP modulation | S. cerevisiae CIT2-GFP strain, flow cytometry, 3 h; 100 means same as DMSO wells | 320,000 tested, 0.065% active | GFP response vs DMSO, % at 10 µM | AID 2029;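 active = GFP response relative to DMSO above a set limit, near the screen mean plus 3 SD, cut at about 150% in these data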;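 note: ratio of well median GFP fluorescence to mean of DMSO wells on the plate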
GRK2 aptamer HTS: blocks RNA aptamer binding to human GRK2; P25098; bead flow cytometry, FAM-aptamer displacement from GRK2; inhibition of aptamer binding, % at 10 µM; 330,000 tested, 0.59% active; AID 488847;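 active = inhibition of aptamer binding above 40%, roughly 3 SD of noise, on plates passing a quality check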;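 note: median bead fluorescence of bound FAM aptamer so fluorescent compounds give negative values; no value below 0 was filed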
JMJD2C inh: human JMJD2C demethylase inhibition | Q9H3R0 | AID 2099 | 330,000 tested, 0.069% active | inhibition, % at 2.35 µM | GST-JMJD2C(1-420) H3K9me3 demethylation, DELFIA europium;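 active = more than half of a compound's replicate wells show inhibition beyond 50%, single wells judged on their own value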;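 note: signal counts dimethyl H3K9 product captured on neutravidin plate; 0% = median of DMSO wells and 100% = 0.3 times that DMSO median; strong numbers were not always called active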
Target sequence (Q9H3R0 1-420 limits assumed): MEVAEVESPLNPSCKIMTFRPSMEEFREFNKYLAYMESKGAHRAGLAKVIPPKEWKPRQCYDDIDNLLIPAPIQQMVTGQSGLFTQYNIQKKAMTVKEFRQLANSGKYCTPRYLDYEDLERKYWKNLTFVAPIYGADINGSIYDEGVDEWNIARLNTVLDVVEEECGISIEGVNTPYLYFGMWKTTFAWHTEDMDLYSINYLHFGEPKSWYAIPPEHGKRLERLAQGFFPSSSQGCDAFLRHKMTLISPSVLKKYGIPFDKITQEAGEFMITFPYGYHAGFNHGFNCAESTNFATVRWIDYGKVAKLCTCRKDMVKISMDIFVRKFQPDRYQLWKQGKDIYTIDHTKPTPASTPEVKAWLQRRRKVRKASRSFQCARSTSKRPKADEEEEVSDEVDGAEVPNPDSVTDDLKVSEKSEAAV
AGP1-GFP MLPCN: modulators of TOR pathway AGP1-GFP in S. cerevisiae | S. cerevisiae AGP1-GFP multiplex flow cytometry, 3 h; GFP as percent of DMSO wells | AID 2066 | 320,000 tested, 0.02% active | GFP response vs DMSO, % at 10 µM;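 active = GFP response relative to DMSO above a set limit, near screen average plus 3 SD, cut at about 150% in these data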;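 note: median GFP channel fluorescence of the gated AGP1 strain per well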
RPL19A TOR yeast: yeast TOR pathway RPL19A-GFP modulation; S. cerevisiae RPL19A-GFP strain, flow cytometry, 3 h; hits give low values; percent response vs DMSO, % at 10 µM; 330,000 tested, 0.3% active;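 active = percent response vs DMSO below 50%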;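 note: median channel GFP fluorescence of the barcoded RPL19A-GFP strain; ratio of sample median GFP to plate DMSO average so 100% = DMSO; lower means less RPL19A-GFP as with rapamycin TOR inhibition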
VLA-4 inh: inhibition in a human VLA-4 binding assay; VLA-4 expressing cells, ligand binding flow cytometry; inhibition, % (about 7 µM as worked out from the volumes in the protocol); 330,000 tested, 0.2% active; AID 2557; in the data active = inhibition above about 50%
* marks the source's active call; other numbers are inactive results; i = inactive; . = not tested or not shown; & = joins results of further samples.

SMILES	LAP4-GFP MLPCN	MEP2-GFP yeast	CIT2-GFP yeast	GRK2 aptamer HTS	JMJD2C inh	AGP1-GFP MLPCN	RPL19A TOR yeast	VLA-4 inh
NC(=O)c1ccc(NC(=O)Cn2c(=O)n(-c3ccccc3)c(=O)c3oc4ccccc4c32)cc1	98	101	93	3	14	101	99	11
COc1cccc(C(c2nnnn2CS(=O)(=O)c2ccc(C)cc2)N2CCN(C)CC2)c1OC (stereo not drawn)	.	84	89	2	i	89	92	1
CCc1ccc(NCc2cc3c(C)nn(-c4ccccc4)c3[nH]c2=O)cc1	111	102	93	0	8	94	98	3
O=C(NNS(=O)(=O)c1ccc([N+](=O)[O-])cc1)c1ccc2ccccc2c1O	78	103	91	0	2	99	113	17
COc1ccc(CC(=O)Oc2ccc(C)cc2Br)cc1S(=O)(=O)N1CCOCC1	95	102	90	2	6	94	92	-5
CC(=O)OCCNC(=O)c1cccnc1	97	92	95	0	-14	95	98	-2
C/C(CC(=O)Nc1cc(Cl)ccc1Cl)=N\NC(=O)c1ccco1	104	103	105	0	-11	104	103	-1
Cc1ccccc1N(C(=O)Cn1nnc(-c2ccc(F)cc2)n1)C(C(=O)NC(C)(C)C)c1ccncc1 (stereo not drawn)	94	98	93	5	-5	96	92	12
Cc1cc(C(=O)Nc2sc(C)c(-c3ccc(F)cc3)c2C(N)=O)no1	113	115	114	23	-3	105	103	1
CCC(=O)OCC(=O)Nc1cc([N+](=O)[O-])ccc1Cl	96	100	97	0	0	102	96	2
CN(CC(=O)N1CCc2ccccc21)S(=O)(=O)c1ccc(Cl)cc1	95	89	91	0	9	90	88	8
COc1ccc(NC(=O)CSc2nc(N)cc(N)n2)cc1S(=O)(=O)N1CCCCC1	113	108	98	6	-5	107	110	11
CCOC(=O)N1CCN(C(=O)Cn2ncc3ccccc32)CC1	99	103	103	8	6	104	99	10
CCOC(=O)c1cc2c(ccn2-c2ccc(F)cc2)n1CC(=O)NC(C)(C)C	102	108	99	0	-14	98	103	19
COc1cc(C(=O)Nc2ccc3c(c2)OCO3)c([N+](=O)[O-])cc1OC	97	101	109	4	2	103	103	8

Next part (five carried over from the part before).
SMILES	LAP4-GFP MLPCN	MEP2-GFP yeast	CIT2-GFP yeast	GRK2 aptamer HTS	JMJD2C inh	AGP1-GFP MLPCN	RPL19A TOR yeast	VLA-4 inh
CN(CC(=O)N1CCc2ccccc21)S(=O)(=O)c1ccc(Cl)cc1	95	89	91	0	9	90	88	8
COc1ccc(NC(=O)CSc2nc(N)cc(N)n2)cc1S(=O)(=O)N1CCCCC1	113	108	98	6	-5	107	110	11
CCOC(=O)N1CCN(C(=O)Cn2ncc3ccccc32)CC1	99	103	103	8	6	104	99	10
CCOC(=O)c1cc2c(ccn2-c2ccc(F)cc2)n1CC(=O)NC(C)(C)C	102	108	99	0	-14	98	103	19
COc1cc(C(=O)Nc2ccc3c(c2)OCO3)c([N+](=O)[O-])cc1OC	97	101	109	4	2	103	103	8
CCC(C)(C)n1nnnc1C(c1cccnc1)N1CCN(c2cccc(C(F)(F)F)c2)CC1 (stereo not drawn)	95	96	94	1	1	98	100	2
CCCCc1nc2ccccc2[nH]1	118	116	114	4	-16	113	96	-4
O=C(Cn1cc(Cl)c([N+](=O)[O-])n1)NCCC1=CCCCC1	107	121	106	0	-13	105	109	-16
CCCS(=O)(=O)c1c(S(=O)(=O)CCC)c2c(C)cccn2c1C(=O)OC	114	91	93	0	-7	94	97	-6
Cc1ccccc1Nc1nnc(C)c(=O)[nH]1	91	101	.	3	2	109	100	2
Cc1ccc(NC(=O)COC(=O)CCc2c(C)nc3ncnn3c2C)cc1C	104	110	110	0	8	101	102	-13
CC1CC(CC(=O)Nc2nc(-c3ccccc3)cs2)C(=O)O1 (stereo not drawn)	106	107	105	0	-6	102	103	-4
Cc1ccc(C(=O)c2c3ccccc3[n+]([O-])n2[C@@H](C)C(N)=O)cc1	93	98	96	2	-2	98	97	-2
CC(=O)NC(CCS(C)(=O)=O)C(=O)Nc1cccc2ccccc12 (stereo not drawn)	137	148	147	3	4	104	105	6
CN(N)c1nc(N2CCCC2)nc(N2CCCC2)n1	111	100	101	1	-3	114	98	19
C=CCN(CC=C)C(=O)Cn1cnc([N+](=O)[O-])n1	92	94	90	0	0	117	99	-6
CCc1ccc2nc(NC(=O)c3cc(C)on3)sc2c1	84	86	91	3	6	89	85	-3
O=C1C2CC=CCC2C(=O)N1c1n[nH]c(CCc2ccccc2)n1 (stereo not drawn)	106	104	113	0	3	108	105	-7
CSc1ccccc1NC(=O)CN(C)C(=O)CCc1c[nH]c2ccccc12	102	104	98	1	-10	102	102	11
CSc1ccccc1OCc1cc(C(=O)NCc2cccc(C)n2)no1	90	101	101	3	-2	101	100	7

Overlap with the part before: 7 compounds, followed by the next part.
SMILES	LAP4-GFP MLPCN	MEP2-GFP yeast	CIT2-GFP yeast	GRK2 aptamer HTS	JMJD2C inh	AGP1-GFP MLPCN	RPL19A TOR yeast	VLA-4 inh
CC(=O)NC(CCS(C)(=O)=O)C(=O)Nc1cccc2ccccc12 (stereo not drawn)	137	148	147	3	4	104	105	6
CN(N)c1nc(N2CCCC2)nc(N2CCCC2)n1	111	100	101	1	-3	114	98	19
C=CCN(CC=C)C(=O)Cn1cnc([N+](=O)[O-])n1	92	94	90	0	0	117	99	-6
CCc1ccc2nc(NC(=O)c3cc(C)on3)sc2c1	84	86	91	3	6	89	85	-3
O=C1C2CC=CCC2C(=O)N1c1n[nH]c(CCc2ccccc2)n1 (stereo not drawn)	106	104	113	0	3	108	105	-7
CSc1ccccc1NC(=O)CN(C)C(=O)CCc1c[nH]c2ccccc12	102	104	98	1	-10	102	102	11
CSc1ccccc1OCc1cc(C(=O)NCc2cccc(C)n2)no1	90	101	101	3	-2	101	100	7
CCC1CCCCN1c1nc(-c2cccc(OC)c2O)nc2ccccc12 (stereo not drawn)	101	99	97	0	1	98	100	6
CC(Sc1nc2sccc2c(=O)n1-c1ccccc1)C(N)=O (stereo not drawn)	93	102	107	1	1	108	106	16
O=C(N/N=C/c1ccc[nH]1)c1ccc(Cl)cc1	107	97	108	0	0	108	104	-2
Cn1c(CNC(=O)c2ccco2)nnc1SCC(=O)c1ccc(F)cc1	100	97	97	6	2	95	94	-13
CC1(C)CC(O)C(CCC(O)c2ccccc2)C(C)(C)N1 (stereo not drawn)	99	114	102	0	3	102	98	-1
O=C(COc1ccc(-c2ccccc2)cc1)NNC(=O)Nc1ccc(F)cc1F	95	98	101	0	-1	100	102	-3
O=C1NC(=O)/C(=C\c2ccccc2OCc2cccc([N+](=O)[O-])c2)N1	97	111	103	1	5	103	106	-12
O=C1CN2Cc3c(ccc(Cl)c3Cl)N=C2N1	102	95	98	0	-8	101	99	-50
CCCNC(=O)c1cc(-c2ccccc2)c(N2CCCCC2)s1	105	119	104	0	4	100	103	-12
O=C(Nc1cccnc1)c1cccnc1Cl	97	95	92	2	14	99	99	-5
N=c1scc(-c2ccccc2)n1/N=C/c1ccco1	93	106	101	1	9	105	106	16
CNC(=S)NNC(=O)c1cccs1	101	93	86	0	-17	95	92	-4
CCCCn1c(N)c(N(CCOC)C(=O)COC(=O)c2cc(CC)c(C)s2)c(=O)[nH]c1=O	117	101	98	2	-19	111	99	5
NS(=O)(=O)c1ccc(Nc2nc(-c3cccnc3)cs2)cc1	101	103	104	28	40	108	103	2
CC(C)NS(=O)(=O)c1ccc(OCC(=O)Nc2ccc3c(c2)OCO3)c(Cl)c1	111	103	107	4	1	108	100	-8

Whole records from above. Screens in order: LAP4-GFP MLPCN, MEP2-GFP yeast, CIT2-GFP yeast, GRK2 aptamer HTS, JMJD2C inh, AGP1-GFP MLPCN, RPL19A TOR yeast, VLA-4 inh
Shown for Cn1c(CNC(=O)c2ccco2)nnc1SCC(=O)c1ccc(F)cc1 : 100, 97, 97, 6, 2, 95, 94, -13
Shown for CCCNC(=O)c1cc(-c2ccccc2)c(N2CCCCC2)s1 : 105, 119, 104, 0, 4, 100, 103, -12
Shown for NS(=O)(=O)c1ccc(Nc2nc(-c3cccnc3)cs2)cc1 : 101, 103, 104, 28, 40, 108, 103, 2

Carrying on.
SMILES	LAP4-GFP MLPCN	MEP2-GFP yeast	CIT2-GFP yeast	GRK2 aptamer HTS	JMJD2C inh	AGP1-GFP MLPCN	RPL19A TOR yeast	VLA-4 inh
CCC(C)[C@H](NC(=O)[C@H](Cc1ccccc1)n1c(=O)[nH]c2ccccc2c1=O)C(=O)NCC1CCC(C(=O)O)CC1 (stereo partly drawn)	94	102	103	6	.	102	98	1
Cc1ccc(-c2cc(C(=O)N/N=C/C=C/c3ccccc3)n[nH]2)o1	93	99	100	0	3	97	104	-3
COc1ccc(CCNS(=O)(=O)c2c(N)n(C)c(=O)n(C)c2=O)cc1OC	92	102	105	0	11	101	106	-5
Clc1ccc(C2=NOC(c3nnc(-c4ccccc4)o3)C2)cc1 (stereo not drawn)	87	87	89	3	-3	93	96	22
CCN(CC(=O)N1CCCCC1)S(=O)(=O)c1ccccc1	104	105	107	7	-4	102	103	-3
O=C(Nc1c2c(nn1-c1ccc(F)cc1)CS(=O)C2)c1ccco1 (stereo not drawn)	76	102	106	0	-5	94	105	-9
CCOC(=O)c1ccc(NC(=O)CSc2nnc(C3CCCCC3)n2C)cc1	106	109	93	0	-4	98	99	11
COc1ccc(CCNC(=O)CS(=O)(=O)c2cn(CC(=O)N(C(C)C)C(C)C)c3ccccc23)cc1OC	97	108	105	1	-46	101	102	11
COCCCN1C(=O)C(=O)/C(=C(/O)c2ccc(S(=O)(=O)N3CCCCC3)cc2)C1c1ccc(O)cc1 (stereo not drawn)	100	105	108	0	1	104	108	-1
COCCNC(=O)/C(C#N)=C/c1ccc(C(=O)O)cc1	97	87	87	2	9	92	87	2
COc1ccccc1CNC(=O)CCC1N=C2c3ccccc3N=C(SCC(=O)NCC3CCCO3)N2C1=O (stereo not drawn)	93	99	98	0	-11	103	98	-1
O=[N+]([O-])c1ccc(N2CCN(c3ccccc3)CC2)cc1	81	104	115	0	2	110	108	-14
Cc1cc(C)c(OCC(=O)OCC(=O)NC2CCC(C)CC2)c(C)c1 (stereo not drawn)	108	106	95	1	16	101	99	1
Cc1cccc(NC(=O)CN(C)S(=O)(=O)c2cccc3cccnc23)c1C	99	100	98	1	-11	101	99	-2
O=[N+]([O-])c1nn(-c2ccc3c(c2)OCCO3)n(O)c1=NCc1ccc(F)cc1	117	115	93	0	1	92	104	-7
COc1cc(CN2CCCN(C)CC2)c([N+](=O)[O-])cc1OC	93	107	106	2	8	97	103	1
COc1ccc(NC(=O)N2Cc3ccccc3CC2C(=O)NC(C)(C)C)cc1 (stereo not drawn)	101	110	113	2	-2	111	102	8
O=C(NNC(=O)c1ccc2ccccc2c1O)Nc1ccc(F)cc1	88	94	97	8	16	94	98	-1
COc1cccc(OC(=O)CSc2nnc(-c3ccccc3Br)o2)c1	114	108	100	0	4&5	115	107	10
Nc1cc(OC(=O)c2c(F)cccc2Cl)nn1S(=O)(=O)c1ccccc1	93	102	97	0	-1	92	97	6
